# Bioassay records as filed in PubChem BioAssay.
# SENP7 inh: SENP7 protease inhibition; Q9BQF6; recombinant SENP7, Z-RLRGG-aminoluciferin luminescence, 40 min; inhibition, % at 5 µM; 330,000 tested, 1.5% active;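 active means inhibition above about 50% at the single test dose, limit read from the data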;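 further: plate controls were DMSO with enzyme for no effect and no enzyme buffer wells for full effect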
# Target sequence (Q9BQF6 706-1050 limits assumed): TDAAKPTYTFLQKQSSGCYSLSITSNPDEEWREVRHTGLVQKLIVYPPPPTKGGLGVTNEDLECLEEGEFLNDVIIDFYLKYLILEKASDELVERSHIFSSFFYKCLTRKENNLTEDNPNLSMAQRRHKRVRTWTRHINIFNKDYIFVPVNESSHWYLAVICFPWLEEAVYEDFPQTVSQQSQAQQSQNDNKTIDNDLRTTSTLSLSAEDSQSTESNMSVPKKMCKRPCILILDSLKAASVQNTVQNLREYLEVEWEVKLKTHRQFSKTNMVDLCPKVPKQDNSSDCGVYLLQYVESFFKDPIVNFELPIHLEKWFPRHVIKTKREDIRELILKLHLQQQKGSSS
# UBC13 polyUb: human UBC13 polyubiquitination inhibition; inhibition, % at 20 µM; UBC13 polyubiquitin chain formation, TR-FRET; 330,000 tested, 0.47% active; in the data active means inhibition above about 45%, passing the limit was not always enough
# SENP6 inh: inhibitors of human SENP6 protease; Q9GZR1; Recombinant SENP6 catalytic domain, aminoluciferin luminescence; inhibition, % at 10 µM; 330,000 tested, 1.8% active;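 active means inhibition above about 50% at the single tested dose, limit read from the data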;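 further: plate controls were DMSO wells with enzyme for no effect and DMSO wells lacking enzyme for full effect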
# SENP8 block-1: blocks human SENP8 cleavage of Nedd8 substrate. Q96LD8. recombinant SENP8, Nedd8 substrate fluorescence. inhibition, % at 20 µM. 360,000 tested, 0.64% active. AID 602440; in the data active means inhibition mostly above about 40%, no sharp cut-off; inactive means mostly below about 27%
# Target sequence (Q96LD8 whole entry, looked up): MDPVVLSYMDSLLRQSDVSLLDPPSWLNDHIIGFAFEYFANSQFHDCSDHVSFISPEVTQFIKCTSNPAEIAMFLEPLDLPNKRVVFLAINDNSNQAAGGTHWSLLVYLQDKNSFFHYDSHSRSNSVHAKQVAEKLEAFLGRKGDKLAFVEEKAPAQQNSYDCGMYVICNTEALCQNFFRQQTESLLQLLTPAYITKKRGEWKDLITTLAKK
# SENP8 block-2: SENP8 protease inhibition; Q96LD8; purified SENP8, Z-RLRGG-aminoluciferin cleavage, luminescence; inhibition, % at 10 µM; 330,000 tested, 1.2% active; AID 2540; in the data active means inhibition above about 50%
# A3G deaminase: APOBEC3G (human) deaminase inhibition. inhibition, % at 20 µM. AID 493012. recombinant A3G, ssDNA deamination FAM/TAMRA fluorescence. 330,000 tested, 0.28% active;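 active means inhibition of at least 40% at 20 µM, with no more than 30% in the related APOBEC3A deaminase screen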;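 further: plate controls were DMSO wells with A3G for no effect and wells lacking A3G enzyme for full effect; some compounds called inactive have numbers as strong as hits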
# Target sequence (Q9HC16 whole entry, looked up): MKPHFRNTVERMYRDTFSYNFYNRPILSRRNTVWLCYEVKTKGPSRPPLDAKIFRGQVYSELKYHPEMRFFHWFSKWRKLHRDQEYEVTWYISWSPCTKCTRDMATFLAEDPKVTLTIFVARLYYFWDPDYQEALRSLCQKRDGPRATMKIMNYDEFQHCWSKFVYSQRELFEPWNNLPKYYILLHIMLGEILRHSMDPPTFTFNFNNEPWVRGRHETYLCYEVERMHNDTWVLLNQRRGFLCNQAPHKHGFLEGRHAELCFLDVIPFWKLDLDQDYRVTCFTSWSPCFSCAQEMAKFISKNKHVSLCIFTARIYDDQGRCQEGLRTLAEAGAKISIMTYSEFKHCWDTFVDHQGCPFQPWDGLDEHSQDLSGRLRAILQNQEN
# Apaf-1 inh: blocks human Apaf-1 apoptosome activity | O14727 | reconstituted apoptosome caspase-3 activity, DEVD-Rh110 fluorescence | inhibition, % at 20 µM | AID 489030 | 330,000 tested, 0.71% active; active means inhibition of at least 40% at 20 µM;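 further: plate controls were DMSO wells for no effect and DEVD-CHO caspase inhibitor wells for full effect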
#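 System – cell-free apoptosome with Apaf-1, procaspase-3 and caspase-9 · Buffer or medium – pH 7.5 Hepes buffer with CHAPS, BSA, DTT · Also added – cytochrome c with DEVD-Rh110 · Times – 30 min compound preincubation, 50 min activation, room temperature · Technique – Rh110 fluorescence intensity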
# SENP1 FRET inh: SENP1 (human) catalytic domain inhibition; Q9P0U3; recombinant SENP1 catalytic domain, CyPet-SUMO1-YPet FRET cleavage; inhibition, % at 10 µM; 360,000 tested, 0.21% active; AID 624204;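 active means inhibition at least 30% at 10 µM, raw YFP signal under a set limit, fluorescence ratio 0.5 to 1.5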;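 further: 0% = enzyme with DMSO and 100% = no enzyme wells; some results filed as inactive read as strong as hits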
#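 system = hSENP1 catalytic domain, recombinant | reagent = SFCypet-SUMO1-SFYpet substrate at 25 nM | doses = one dose per compound, 10 µM, 0.5% DMSO | incubation = enzyme reaction for 50 min at room temperature, dark | measured by = FRET, CFP and YFP emission | controls = no-enzyme low, enzyme-DMSO high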
# The depositor's hits bear a star. No enrichment for hits, and some 3.6% of all compounds hit somewhere here.
SMILES,SENP7 inh,UBC13 polyUb,SENP6 inh,SENP8 block-1,SENP8 block-2,A3G deaminase,Apaf-1 inh,SENP1 FRET inh
Cc1ccc(NC(=O)c2cc(N(C)C)ccc2[P+](=O)O)cc1,-12,-2,-18,-52,-15,-3,1,-1
Cc1sc2nc(SCC(=O)NCCOCCO)nc(N)c2c1C,2,4,11,12,1,-1,-20,2
O=C(Cn1nc(C(F)F)cc1C1CC1)NCCC1=CCCCC1,1,3,-12,11,-8,-3,-10,1
CCCOc1ccc(NC(=O)C2CC(=O)N3CCCN=C3S2)cc1 (configuration not stated),2,9,3,5,4,-7,-8,-15
CC1(C)CC(=O)C=C(NC2CCCCCCC2)C1,-2,5,-9,14,-4,-1,12,-2
O=S(=O)(N1CCOCC1)N1CCN(c2ccccc2F)CC1,-2,-8,13,10,0,1,-19,1
O=C(O)CCNc1nc(-c2ccccc2)nc2ccccc12,6,5,-3,-43,-4,-7,-10,-1
O=C(COC(=O)c1cccs1)NC12CC3CC(CC(C3)C1)C2,-8,-1,17,10,-3,-5,-2,-1
Cc1ccc2nc(SCC(=O)NCc3ccco3)[nH]c2c1,4,8,17,7,6,-5,-9,0
Cc1cccc(NNC(=O)c2c(F)cccc2Cl)c1,-5,6,-28,16,6,-6,-12,2
Cc1ccccc1NC(=O)COC(=O)c1cc(S(=O)(=O)N2CCOCC2)ccc1C,-2,12,5,13,9,-5,-11,0
CC1Cc2ccccc2N1C(=S)NC(=O)c1cccc(Br)c1 (configuration not stated),1,-3,-6,15,-1,-7,0,-2
COc1ccc2c(=O)c(-c3ccc(OC)c(OC)c3)coc2c1,6,5,-26,25,-9,17,11,2
Cc1ccc(OC[C@H](O)[C@H](C)NC(C)C)c2c1CCC2,-14,9,-8,7,-7,-4,16,0
CC(=O)c1ccc(NC(=S)NCCCn2ccnc2)cc1,-6,8,-11,14,2,-6,-14,1
COc1cc(Cn2cnnn2)ccc1O,5,6,7,14,-1,-4,-5,3
CCCCCCC(=O)N1CCC(c2nc3c(nnn3Cc3ccccc3Cl)c(=O)[nH]2)CC1,-4,9,-4,-2,0,-3,28,3
Cc1ccc(NC(=O)c2cc(-c3ccccc3)n[nH]2)cc1,-3,2,1,23,-7,-5,-2,0
CC(C)c1ccc(Nc2nnns2)cc1,-1,5,-12,10,3,31,-19,0
Cc1cccc(C(=O)NCCNC(=O)c2cccc(C)c2)c1,0,-7,8,-12,-3,-4,-5,1
CCOC(=O)CNC(=O)c1nn(-c2cccc(OC)c2)c(=O)c2ccccc12,6,-15,-11,-57,-4,6,7,2
COc1ccc(Nc2nc(C)cc(C)c2C(N)=O)c(OC)c1,-2,0,-5,-1,-11,-7,-30,-1
NC(=O)CSc1nnc(-c2cnccn2)n1-c1ccccc1,6,12,-17,17,-5,-6,-8,3
Cc1cccc(-c2nc(CS(=O)CC(=O)NCc3cccs3)c(C)o2)c1 (configuration not stated),3,-2,-8,2,4,-2,-2,1
COc1ccc(NC(=O)C2C3C=CC4(O3)C2C(=O)N(CCN2CCCCC2)C4C(=O)NC2CCCC(C)C2C)cc1 (configuration not stated),-7,-3,-2,21,-3,1,9,-1

# An excerpt from above in order of their number in A3G deaminase, smallest number first:
molecule	SENP7 inh	UBC13 polyUb	SENP6 inh	A3G deaminase	SENP1 FRET inh
CC1Cc2ccccc2N1C(=S)NC(=O)c1cccc(Br)c1 (configuration not stated)	1	-3	-6	-7	-2
CC(=O)c1ccc(NC(=S)NCCCn2ccnc2)cc1	-6	8	-11	-6	1
COc1cc(Cn2cnnn2)ccc1O	5	6	7	-4	3
Cc1ccc(NC(=O)c2cc(N(C)C)ccc2[P+](=O)O)cc1	-12	-2	-18	-3	-1
CC1(C)CC(=O)C=C(NC2CCCCCCC2)C1	-2	5	-9	-1	-2
CC(C)c1ccc(Nc2nnns2)cc1	-1	5	-12	31	0

# Next section
SMILES,SENP7 inh,UBC13 polyUb,SENP6 inh,SENP8 block-1,SENP8 block-2,A3G deaminase,Apaf-1 inh,SENP1 FRET inh
COc1ccc(CCNS(=O)(=O)c2ccc(OC)c(OC)c2)cc1OC,-6,-6,6,16,-3,-9,-10,0
COCC(=O)N1CCC(Oc2ccc(C(=O)N(C)C3CCCCC3)cc2)CC1,5,-9,-38,5,2,-8,-11,1
CN(C)c1nc(N/N=C\c2ccc(Cl)c([N+](=O)[O-])c2)nc(Nc2ccc(F)cc2)n1,2,-5,-7,14,-7,2,2,3
COc1ccc(C(=O)NCCS(=O)(=O)NCc2ccco2)cc1,4,0,-5,24,-6,0,6,-1
CCOC(=O)N1CCN(c2nc(-c3cccc(OC)c3)cc(C(F)(F)F)n2)CC1,1,29,4,-106,5,-3,27,2
O=C(COc1ccc(S(=O)(=O)N2CCOCC2)cc1)NC1CC1,-5,-5,-15,14,-1,-7,7,1
C=CCn1c(SCC(=O)NCc2ccccc2)nnc1-c1cc(Br)ccc1O,14,12,6,3,0,-6,10,1
O=C(Nc1cccc(F)c1)c1c(F)c(F)c(F)c(F)c1F,-12,-7,-4,17,-5,-3,4,2
Cc1[nH][nH]c(=O)c1C(c1ccc(-c2ccc(F)cc2)o1)c1c(C)[nH][nH]c1=O,-1,-104,13,75*,3,4,72*,0
Cc1ccc(Cn2c(C)nc3c(c2=O)c2nc4ccccc4nc2n3Cc2ccco2)cc1,-7,-5,2,-464,-1,14,24,-81
Cc1noc(C(=O)Nc2cc(Cl)ccc2O)c1Cl,-2,-2,14,20,2,-2,3,9
N#Cc1ccccc1NC(=O)COc1c(Br)cc(Br)c2cccnc12,4,-17,-5,-3,3,1,-7,-2
CNC(=O)N(O)C1N(c2ccccc2)C(=S)SC1(C)C (configuration not stated),-5,-10,-18,18,-7,-6,8,3
FC(F)(F)c1cc(-c2ccccc2)nc(N2CCCCCC2)n1,1,29,5,-161,-4,-3,-5,0
Cc1cc(OCC(=O)Nc2ccncc2)ccc1Br,-5,0,-12,22,-14,-4,4,-3
CC1CN(C(=O)CSc2nnc(CNC(=O)c3ccc(S(=O)(=O)N(C)C)cc3)o2)CC(C)O1 (configuration not stated),7,-5,-6,1,-6,-3,-6,2
COC(=O)Nc1ccc(S(=O)(=O)N2CCCC(C(=O)N3CCCCC3)C2)cc1 (configuration not stated),-1,5,-4,15,3,-1,-4,3
COc1ccccc1C(=O)NNC(=O)CN1C(=O)c2ccccc2C1=O,-6,2,-16,0,0,-3,6,2
CC(C)C(=O)N1CCC2(CC1)Oc1ccc(F)cc1C(=O)C21CC(c2ccc(Cl)cc2)=NO1 (configuration not stated),-2,-1,-11,-10,-6,-13,16,3
CCOC(=O)C1CCCN(C(=O)c2sc3nc(-c4ccc(F)cc4)cn3c2C)C1 (configuration not stated),0,8,9,17,5,-5,-3,3
COc1cc(OC)cc(C(=O)Nc2cc(C)on2)c1,31,2,36,14,7,-9,-4,1
COc1ccc(C2(c3ccc(OC)cc3)NC(=O)N(CC(=O)N(C)C)C2=O)cc1,-11,-2,5,8,-8,4,-131,1
O=C(COC(=O)/C=C/c1cccc(Br)c1)Nc1cccc(S(=O)(=O)NC2=NCCC2)c1,1,5,-19,6,-12,1,16,2
CC(=O)N1c2ccc(S(=O)(=O)N3CCCC3C(=O)Nc3cccc(F)c3)cc2CC1C (configuration not stated),0,1,7,28,-8,-1,-1,1
CCOC(=O)C(CCCCCCP(=O)(c1ccccc1)c1ccccc1)NC(C)=O (configuration not stated),6,1,-14,-11,-2,-11,-17,-1

# Pulled one by one from the entries so far, seven records:
SMILES,SENP7 inh,UBC13 polyUb,SENP6 inh,SENP8 block-1,SENP8 block-2,A3G deaminase,Apaf-1 inh,SENP1 FRET inh
Cc1ccc(NC(=O)c2cc(-c3ccccc3)n[nH]2)cc1,-3,2,1,23,-7,-5,-2,0
CC1Cc2ccccc2N1C(=S)NC(=O)c1cccc(Br)c1 (configuration not stated),1,-3,-6,15,-1,-7,0,-2
Cc1sc2nc(SCC(=O)NCCOCCO)nc(N)c2c1C,2,4,11,12,1,-1,-20,2
CCOC(=O)C1CCCN(C(=O)c2sc3nc(-c4ccc(F)cc4)cn3c2C)C1 (configuration not stated),0,8,9,17,5,-5,-3,3
O=C(Cn1nc(C(F)F)cc1C1CC1)NCCC1=CCCCC1,1,3,-12,11,-8,-3,-10,1
CCCCCCC(=O)N1CCC(c2nc3c(nnn3Cc3ccccc3Cl)c(=O)[nH]2)CC1,-4,9,-4,-2,0,-3,28,3
COc1ccccc1C(=O)NNC(=O)CN1C(=O)c2ccccc2C1=O,-6,2,-16,0,0,-3,6,2

# The listing continues.
SMILES,SENP7 inh,UBC13 polyUb,SENP6 inh,SENP8 block-1,SENP8 block-2,A3G deaminase,Apaf-1 inh,SENP1 FRET inh
CCN(CC)CC(=O)Nc1cc(N(C)C)nc2ccccc12,2,-4,1,-433,3,4,-16,1
NC(=O)[C@H]1CC2(CC(c3cccc(NC(=O)c4ccccc4)c3)=NO2)CN1C(=O)[C@H]1CCC(=O)N1 (some centres not stated),5,-5,-2,16,-2,-5,-13,1
N#Cc1ccc(NC(=O)Cn2cnc(S(=O)(=O)N3CCCCC3)c2)cc1,10,-3,7,7,-5,1,-7,1
Cc1cc(NS(=O)(=O)c2ccc(NC(=O)/C=C/c3c(F)cccc3Cl)cc2)nc(C)n1,0,-4,3,-2,6,2,15,0
Cc1cccc(NC(=O)NNC(=O)c2ccccn2)c1,5,12,-4,12,4,-6,-5,2
CCOc1ccccc1OCC(=O)O,-5,0,-6,11,-11,-5,-1,2
CC1CCN(c2nc(-c3ccccc3)cc(C(F)(F)F)n2)CC1,1,36,5,-150,5,-4,3,-2
CC1c2ccccc2SC(CCCN(C)C)c2ccccc21 (configuration not stated),2,25,-2,11,7,0,3,1
C#CCOCCOCCOCCNc1nc(N2CCOCC2)nc(N2CCN(C(=O)[C@H](CCC(=O)O)n3cc([C@@H](N)CCCCN)nn3)CC2)n1,-2,-2,-20,23,-10,-7,25,-3
CC1(C)C2CCC1(CS(=O)(=O)N1CCOCC1)C(=O)C2 (configuration not stated),4,7,4,7,-2,1,-5,2
CN(C)Cc1cc2ccccc2c2c1COC2,-2,5,-10,13,6,1,-14,0
CC1CN(C(=O)COC(=O)c2cc(=O)c3ccccc3o2)CC(C)O1 (configuration not stated),8,2,-16,15,-1,1,2,2
NC(=O)c1ccc(NC(=O)COC(=O)c2c[nH]c3ccccc23)cc1,-5,-8,-3,2,-6,-7,6,-22
Cc1nn(CC(=O)NC2CCS(=O)(=O)C2)c(C)c1[N+](=O)[O-] (configuration not stated),3,-2,-11,12,-2,-7,-6,1
O=C(CN1C(=O)CCC1=O)Nc1nc(-c2ccc3ccccc3c2)cs1,-4,-10,-20,19,-15,-5,7,0
O=C(COCc1cc(-c2ccc3c(c2)OCO3)on1)Nc1cccnc1,-4,0,-7,19,-5,-5,-2,0
O=C(C[C@@H]1C/C=C/CC[C@@H](Cc2ccc(F)cc2)C(=O)O[C@@H](c2ccccc2)CNC1=O)NCCO,-10,17,2,16,0,-9,-2,4
O=C(NC(=C(Cl)Cl)S(=O)(=O)c1ccc(Cl)cc1)c1ccccc1,7,9,-7,22,3,-4,5,0
